# NR3A LBD binder: NR3A (human) ligand-binding domain modulation. NR3A LBD differential scanning fluorimetry, Tm shift; 0% = protein alone, 100% = glycine-bound protein. Tm shift relative to glycine control, % at 25 µM. 340,000 tested, 2.5% active;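 active = melting temperature shift of at least 10% of the positive control shift, at one fixed dose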
# MPTP block: blocks calcium-induced mitochondrial swelling; isolated mouse mitochondria, Ca2+ swelling absorbance, 30 min; AID 602449; inhibition, % at 10 µM; 360,000 tested, 1.4% active;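 active = inhibition of 50% or more, scaled per plate between neutral and stimulator controls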;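 also: 0% = DMSO wells given calcium and 100% = 1 mM EGTA wells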
# ATG4B inh: ATG4B (human) cysteine protease inhibition; ATG4B cleavage of LC3-PLA2, NBD-HPC fluorescence, 1 h; Q9Y4P1; AID 504462; 340,000 tested, 0.51% active; inhibition, % at 8.33 µM; in the data active = inhibition above about 40%
# SENP8 inh: SENP8 (human) protease inhibition. recombinant SENP8, Nedd8 substrate fluorescence. inhibition, % at 20 µM. 360,000 tested, 0.64% active. AID 602440; in the data active = inhibition mostly above about 40%, no sharp cut-off; inactive = mostly below about 27%
# SENP6 inh: blocks the human protease SENP6. 330,000 tested, 1.8% active. AID 2599. Q9GZR1. inhibition, % at 10 µM. Recombinant SENP6 catalytic domain, aminoluciferin luminescence;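 active = inhibition above about 50% at the single tested dose, limit read from the data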;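 also: plate controls were DMSO wells with enzyme for no effect and DMSO wells lacking enzyme for full effect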
# SENP7 block: blocks the human protease SENP7; Q9BQF6; recombinant SENP7, Z-RLRGG-aminoluciferin luminescence, 40 min; inhibition, % at 5 µM; 330,000 tested, 1.5% active; AID 434973;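 active = inhibition above about 50% at the single test dose, limit read from the data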;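 also: plate controls were DMSO with enzyme for no effect and no enzyme buffer wells for full effect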
# PfG6PD inh: PfG6PD (Plasmodium falciparum) enzyme inhibition. PfGluPho enzyme, NADPH resazurin-diaphorase fluorescence. inhibition, % at 20 µM. 350,000 tested, 0.78% active. AID 504690;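 active = inhibition reaching at least a set limit at 20 µM in the primary screen, cut at about 59% in these data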;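 also: 0% = DMSO wells with substrate and 100% = DMSO wells lacking glucose-6-phosphate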
# HKDC1 inhibitor: blocks human hexokinase HKDC1 activity | Q2TB90 | recombinant HKDC1, G6PDH/diaphorase resazurin coupled fluorescence | inhibition, % at 20 µM | 340,000 tested, 0.16% active;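 active = inhibition above about 35% when tested at 20 µM, limit read from the data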;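 also: plate controls were DMSO wells with enzyme for no effect and DMSO wells lacking enzyme for full effect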
# Target sequence (Q2TB90 whole entry, looked up): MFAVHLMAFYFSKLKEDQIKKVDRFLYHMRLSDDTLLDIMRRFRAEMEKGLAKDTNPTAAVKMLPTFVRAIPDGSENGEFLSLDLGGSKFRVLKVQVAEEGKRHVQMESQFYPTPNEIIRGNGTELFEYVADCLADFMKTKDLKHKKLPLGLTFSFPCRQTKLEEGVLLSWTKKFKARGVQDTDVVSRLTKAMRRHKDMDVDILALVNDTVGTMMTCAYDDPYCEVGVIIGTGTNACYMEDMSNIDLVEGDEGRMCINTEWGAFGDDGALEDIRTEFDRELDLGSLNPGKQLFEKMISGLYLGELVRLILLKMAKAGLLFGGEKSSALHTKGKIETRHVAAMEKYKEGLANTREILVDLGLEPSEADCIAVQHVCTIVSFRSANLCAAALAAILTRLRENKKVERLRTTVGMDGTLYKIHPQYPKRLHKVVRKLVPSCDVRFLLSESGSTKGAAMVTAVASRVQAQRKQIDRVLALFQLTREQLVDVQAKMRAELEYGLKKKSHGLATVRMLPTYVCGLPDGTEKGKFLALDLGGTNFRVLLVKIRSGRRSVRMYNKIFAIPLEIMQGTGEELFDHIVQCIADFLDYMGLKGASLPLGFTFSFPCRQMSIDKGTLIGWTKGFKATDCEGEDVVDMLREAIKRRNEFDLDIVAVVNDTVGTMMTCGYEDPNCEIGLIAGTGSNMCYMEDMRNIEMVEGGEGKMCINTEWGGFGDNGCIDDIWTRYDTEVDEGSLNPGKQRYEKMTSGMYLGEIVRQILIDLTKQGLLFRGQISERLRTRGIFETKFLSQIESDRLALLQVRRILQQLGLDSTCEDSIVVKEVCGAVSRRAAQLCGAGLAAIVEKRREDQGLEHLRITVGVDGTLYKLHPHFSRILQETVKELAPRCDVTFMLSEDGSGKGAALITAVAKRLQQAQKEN
#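 test system = in-house recombinant HK5 (HKDC1) enzyme | amount = HKDC1 at 5 µg/mL | control set = DMSO-enzyme wells negative, buffer-substituted wells positive | compound = one dose of 20 µM, 1% DMSO | schedule = reaction time 90 min, room temperature, protected from light | technique = resorufin fluorescence at 613 nm | reagent = glucose with 1 mM ATP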
# The depositor's hits bear a star; . = not tested or not shown.
# Start of the data: the first 4 records, ahead of the listing:
1	CCOC(=O)c1ccc2[nH]c3c(c2c1)CCCCC3=O
2	O=C(NCc1ccco1)C(=O)NCC1OCCCN1S(=O)(=O)c1ccc(F)cc1 (stereo unspecified)
3	CCOC(=O)Cc1csc(NC(=O)c2ccc(Cl)nc2)n1
4	Cc1cccc2cn[nH]c12
entry no.	1	2	3	4
NR3A LBD binder	1	1	2	0
MPTP block	0.1	0.3	-0.2	-1.4
ATG4B inh	1	-10	-7	-6
SENP8 inh	-44	-2	-18	-4
SENP6 inh	14	-6	-4	2
SENP7 block	-2	9	-11	2
PfG6PD inh	19	-1	24	-19
HKDC1 inhibitor	-15	15	-2	15

# Main list, from the start:
1	CCOC(=O)c1ccc2[nH]c3c(c2c1)CCCCC3=O
2	O=C(NCc1ccco1)C(=O)NCC1OCCCN1S(=O)(=O)c1ccc(F)cc1 (stereo unspecified)
3	CCOC(=O)Cc1csc(NC(=O)c2ccc(Cl)nc2)n1
4	Cc1cccc2cn[nH]c12
5	COC(=O)C1CCN(S(C)(=O)=O)CC1
6	O=C(CN1CCN(S(=O)(=O)c2ccc(Cl)s2)CC1)N1CCCCC1
7	CCNC(=O)Cn1cc(C#N)c2ccccc21
8	O=C(OCCOc1ccccc1Cl)c1cc(S(=O)(=O)N2CCCCC2)ccc1N1CCOCC1
entry no.	1	2	3	4	5	6	7	8
NR3A LBD binder	1	1	2	0	0	1	1	2
MPTP block	0.1	0.3	-0.2	-1.4	-0.8	0.1	7.4	0.0
ATG4B inh	1	-10	-7	-6	12	-28	4	-1
SENP8 inh	-44	-2	-18	-4	-2	-2	6	10
SENP6 inh	14	-6	-4	2	23	-12	3	.
SENP7 block	-2	9	-11	2	8	9	7	.
PfG6PD inh	19	-1	24	-19	-9	-9	-15	8
HKDC1 inhibitor	-15	15	-2	15	-2	-4	-7	1

9	COc1ccc(OC)c2c(C)cc(N3CCCN(C)CC3)nc12
10	COc1ccccc1C(=O)NC(=O)COC(=O)CNC(=O)c1ccc(Cl)c([N+](=O)[O-])c1
11	CCOC(=O)C(CC)n1cnc2c(nnn2-c2ccc(OC)cc2)c1=O (stereo unspecified)
12	CSc1ccc(C2C3(C#N)C(N)=NC4(OCCO4)C23C#N)cc1 (stereo unspecified)
13	O=C(CSC1=Nc2ccccc2C2=NC(c3ccccc3)C(=O)N12)NC1CCCCC1 (stereo unspecified)
14	COc1ccc(NS(=O)(=O)c2c(F)cc(F)c(Cl)c2F)cc1S(=O)(=O)N1CCCCC1
15	O=C(COC(=O)C1=COCCO1)Nc1cc(C(F)(F)F)ccc1Cl
16	COc1cc(C2NC(=O)NC(C)=C2C(C)=O)ccc1O (stereo unspecified)
entry no.	9	10	11	12	13	14	15	16
NR3A LBD binder	-2	-3	2	0	1	-5	1	-1
MPTP block	0.9	-0.5	3.0	-0.8	-0.5	1.8	-1.0	1.4
ATG4B inh	3	-4	6	-7	-14	-10	-8	4
SENP8 inh	-305	-6	7	-14	-311	9	3	4
SENP6 inh	-9	-2	1	5	-20	-9	-19	-1
SENP7 block	-5	-14	-3	5	-10	5	-6	-1
PfG6PD inh	3	12	0	-7	-8	-20	6	-13
HKDC1 inhibitor	-2	-4	7	-6	1	-4	-13	-3

17	COc1ccc(-n2c(NCCN(C)C)nc3sc4c(c3c2=O)CCCCC4)cc1
18	CC1CC(=O)Nc2ccc([N+](=O)[O-])cc2N1C (stereo unspecified)
19	O=C1CC(c2ccccc2)CCc2sccc2N1 (stereo unspecified)
20	O=c1ccc2cc(S(=O)(=O)N3CCN(c4ccccc4)CC3)ccc2o1
21	O=C(CCCn1c(=S)[nH]c2ccsc2c1=O)Nc1ccc2c(c1)OCO2
22	COc1cccc(-c2nnc(SCc3cccnc3)o2)c1
23	COC(=O)CN(C)C(=O)c1ccccc1OC1CCN(S(C)(=O)=O)CC1
24	C/C=C(\C)C(=O)NNC(=O)c1sc(-c2ccccc2)nc1C
entry no.	17	18	19	20	21	22	23	24
NR3A LBD binder	-1	1	-2	-1	-1	-1	1	-4
MPTP block	-0.3	-0.8	-1.3	0.5	-4.0	0.5	0.6	0.8
ATG4B inh	-6	5	8	-2	-5	3	0	8
SENP8 inh	11	14	7	20	16	10	20	22
SENP6 inh	-4	0	-19	-11	-10	2	-5	-19
SENP7 block	-3	-1	4	5	-10	-7	-10	-1
PfG6PD inh	2	4	-5	-8	22	-22	8	-4
HKDC1 inhibitor	-3	-11	-5	0	6	-2	-7	-3

# Record cards, as listed above:
# COC(=O)CN(C)C(=O)c1ccccc1OC1CCN(S(C)(=O)=O)CC1 is listed as NR3A LBD binder: 1; MPTP block: 0.6; ATG4B inh: 0; SENP8 inh: 20; SENP6 inh: -5; SENP7 block: -10; PfG6PD inh: 8; HKDC1 inhibitor: -7
# O=C1CC(c2ccccc2)CCc2sccc2N1 (stereo unspecified) is listed as NR3A LBD binder: -2; MPTP block: -1.3; ATG4B inh: 8; SENP8 inh: 7; SENP6 inh: -19; SENP7 block: 4; PfG6PD inh: -5; HKDC1 inhibitor: -5
# C/C=C(\C)C(=O)NNC(=O)c1sc(-c2ccccc2)nc1C is listed as NR3A LBD binder: -4; MPTP block: 0.8; ATG4B inh: 8; SENP8 inh: 22; SENP6 inh: -19; SENP7 block: -1; PfG6PD inh: -4; HKDC1 inhibitor: -3

# (listing goes on)
25	O=C(O)C1(c2ccccc2)CCC(Nc2ccccc2)C1 (stereo unspecified)
26	COc1ccc(N2CCN(c3nc(=S)n(-c4ccccc4)c(C)c3C(C)=O)CC2)cc1
27	NC(=O)CCN1CCN(Cc2cn[nH]c2-c2cccc3ccccc23)CC1
28	CC(=O)n1cc([C@H]2C=C(C(=O)N3CCOCC3)O[C@@H](OCc3ccc(CO)cc3)C2)c2ccccc21
29	CC1SC(c2ccc(F)cc2)NC1=O (stereo unspecified)
30	CCOC(=O)C(NC(C)=O)(Nc1ccc(S(N)(=O)=O)cc1)C(F)(F)F (stereo unspecified)
31	CCNC(=O)COC(=O)/C=C/c1cccc([N+](=O)[O-])c1
32	O=C(CN1CCN(S(=O)(=O)c2ccc(F)cc2)CC1)Nc1ccc2c(c1)OCCO2
entry no.	25	26	27	28	29	30	31	32
NR3A LBD binder	5	0	0	1	-4	-2	0	-3
MPTP block	-0.8	0.9	-1.1	-0.2	1.5	-4.4	1.1	0.6
ATG4B inh	2	-9	7	-5	-6	-1	-2	1
SENP8 inh	11	26	-1	6	7	13	13	11
SENP6 inh	4	-2	-18	0	-4	-4	11	-9
SENP7 block	-5	5	-7	8	1	2	1	-16
PfG6PD inh	-1	17	-19	-11	-2	-4	-8	1
HKDC1 inhibitor	-5	1	-10	1	-6	-8	-8	-5

33	Oc1c(Br)cc(Br)cc1/C=N/c1nc2c(s1)CCCC2
34	COc1cccc(C(=O)COc2cccc(NC(=O)c3cccc([N+](=O)[O-])c3)c2)c1
35	Cc1ccc(C)c(N2CCN(C(=O)CCCOc3cc(=O)n(C)c4ccccc34)CC2)c1
36	CN(CC(=O)Nc1ccccc1Br)C(=O)c1cc(Cl)nc2ccccc12
37	COCCN1C(=O)N(c2cccc(OC)c2)C(=O)C1CC(=O)Nc1cccc(F)c1 (stereo unspecified)
38	O=C(CSc1nc2ccccc2c(=O)n1-c1ccc(F)cc1)NCc1ccco1
39	CNc1oc(-c2ccc(OCc3ccccc3)cc2)nc1C#N
40	Cc1nn(C)cc1/C=N/NC(=O)Cn1nnc(N)n1
entry no.	33	34	35	36	37	38	39	40
NR3A LBD binder	-4	-2	-1	-2	-1	1	33*	2
MPTP block	1.9	1.8	7.7	0.1	-0.8	-0.6	-2.6	1.5
ATG4B inh	10	-16	-29	-8	-3	19	6	-4
SENP8 inh	-20	9	21	-18	7	-3	-384	10
SENP6 inh	0	-8	-11	1	15	-5	16	-4
SENP7 block	-3	-13	5	-10	-3	0	2	-1
PfG6PD inh	80*	11	14	-12	8	4	-9	-10
HKDC1 inhibitor	37*	8	10	-2	-4	4	-1	-3

41	Cc1ccc(C(=O)N2CCOCC2)c(F)c1F
42	N#Cc1ccc(CN2CCN(C(=O)CNS(=O)(=O)c3ccc4c(c3)OCCCO4)CC2)cc1
43	CCOC(=S)SCC(=O)Nc1nc(C)c(C)s1
44	O=[N+]([O-])c1cccc(-c2nnc(-c3ccc4c(c3)OCO4)o2)c1
45	CC1CN(Cc2cnc(Cl)s2)CC(C)O1 (stereo unspecified)
46	O=C(c1cc2ccccc2oc1=O)N1CCN(c2ccccn2)CC1
47	CC(Oc1ccc(Br)cc1)C(=O)Nc1ccncc1 (stereo unspecified)
48	O=C1CCC(=O)N1c1nc2n(n1)C(c1ccccc1)C=C(c1ccc(Br)cc1)N2 (stereo unspecified)
entry no.	41	42	43	44	45	46	47	48
NR3A LBD binder	1	1	2	1	0	2	-1	0
MPTP block	0.0	-0.4	0.4	-7.5	0.3	-1.3	3.7	0.0
ATG4B inh	-3	1	-6	-7	3	-9	-7	-8
SENP8 inh	11	13	12	-24	5	-5	-3	-241
SENP6 inh	-7	-5	-17	47	.	-2	3	-10
SENP7 block	-13	-10	-1	65*	.	1	1	-11
PfG6PD inh	-17	-23	10	4	-11	-4	-12	-13
HKDC1 inhibitor	-5	-2	-2	1	4	0	-8	-3

49	CCCCNC(=S)NNC(=O)C12CC3CC(CC(C3)C1)C2
50	CC(=O)N1C(O)CC(C)N1c1ccccc1 (stereo unspecified)
51	CC(C)C(O)(C#CCN1CCCC1)c1ccccc1 (stereo unspecified)
52	CCOC(=O)C1(CCOc2ccccc2)CCN(C(=O)c2cncs2)CC1
53	CC(=O)c1ccc(N2CCN(C(=O)C3(S(=O)(=O)c4ccc(Cl)cc4)CC3)CC2)cc1
54	C=CCC[C@@H](Cc1ccc(F)cc1)C(=O)OC[C@H](C)NC(=O)[C@H](CC=C)CC(=O)N(CCO)Cc1ccccc1
55	Fc1ccc(F)c(NC2=NCCCCC2)c1
56	CC(C)C(=O)NNC(=O)c1csc(CS(=O)(=O)c2ccc(Cl)cc2)n1
entry no.	49	50	51	52	53	54	55	56
NR3A LBD binder	-10	-6	-8	-2	1	-1	2	-1
MPTP block	0.7	1.0	1.6	-1.2	-1.0	0.1	0.8	-0.5
ATG4B inh	0	-1	-6	1	3	2	-4	-6
SENP8 inh	28	4	20	9	-142	8	5	23
SENP6 inh	-10	4	-8	-5	-2	-2	-34	3
SENP7 block	2	-3	-3	4	4	1	0	2
PfG6PD inh	11	-4	1	-8	-8	11	-5	1
HKDC1 inhibitor	-7	-9	-5	-10	9	0	-2	-1

57	CCOc1ccc(N/C=C\C(=O)c2ccc3c(c2)OCO3)cc1
58	Cc1ccc(NC2=NCCCCC2)cc1C
59	Cc1ccccc1C(=O)c1c[nH]c(C(=O)NCC2CCCO2)c1 (stereo unspecified)
60	CC(=O)Nc1ccc(NC(=O)c2ccc(COc3ccccc3Br)o2)cc1
entry no.	57	58	59	60
NR3A LBD binder	5	1	0	23*
MPTP block	2.6	-1.0	-0.7	0.3
ATG4B inh	0	7	-2	1
SENP8 inh	-175	14	7	20
SENP6 inh	3	-10	2	-7
SENP7 block	-6	-1	-3	-2
PfG6PD inh	1	-12	-4	-9
HKDC1 inhibitor	-9	1	1	-1

# Assay outcomes deposited in PubChem by Sanford-Burnham Center for Chemical Genomics.
